ROC1-CUL1 inh = inhibitors of human ROC1-CUL1 ubiquitin ligase activity; E3 ubiquitin-protein ligase RBX1 (Homo sapiens) + Cullin-1 (Homo sapiens), P62877+Q13616; in vitro K48 di-Ub FRET, acceptor:donor ratio, 45 min; inhibition, % at 10 µM; hit rate 0.6% among 140,000; in the data active means inhibition above about 25%
Target sequence (P62877 whole entry, looked up): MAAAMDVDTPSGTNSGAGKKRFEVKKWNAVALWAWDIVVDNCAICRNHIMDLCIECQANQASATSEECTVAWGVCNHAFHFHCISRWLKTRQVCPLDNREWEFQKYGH
Target sequence (Q13616 whole entry, looked up): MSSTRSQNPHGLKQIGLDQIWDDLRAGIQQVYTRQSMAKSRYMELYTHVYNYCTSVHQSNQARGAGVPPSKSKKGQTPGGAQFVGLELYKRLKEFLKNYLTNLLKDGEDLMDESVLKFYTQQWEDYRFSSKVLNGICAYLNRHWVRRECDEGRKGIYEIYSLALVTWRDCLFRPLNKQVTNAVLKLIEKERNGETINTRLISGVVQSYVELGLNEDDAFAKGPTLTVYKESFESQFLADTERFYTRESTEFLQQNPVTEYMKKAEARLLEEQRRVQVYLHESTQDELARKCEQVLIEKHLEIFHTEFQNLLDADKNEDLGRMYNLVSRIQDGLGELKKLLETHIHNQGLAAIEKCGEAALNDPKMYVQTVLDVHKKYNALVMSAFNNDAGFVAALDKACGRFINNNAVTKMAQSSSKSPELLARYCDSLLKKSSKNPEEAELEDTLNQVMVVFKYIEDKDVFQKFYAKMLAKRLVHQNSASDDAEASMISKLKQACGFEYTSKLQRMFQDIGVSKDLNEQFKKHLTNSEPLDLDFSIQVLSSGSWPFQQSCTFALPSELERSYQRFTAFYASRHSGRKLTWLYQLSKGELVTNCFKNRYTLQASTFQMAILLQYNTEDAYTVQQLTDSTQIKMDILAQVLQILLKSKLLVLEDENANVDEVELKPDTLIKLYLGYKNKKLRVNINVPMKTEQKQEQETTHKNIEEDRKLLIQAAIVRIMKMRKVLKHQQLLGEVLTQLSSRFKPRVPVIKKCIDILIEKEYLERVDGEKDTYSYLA
* = called active by the depositor. Only part of the results is shown; the hit share may differ from the screen's.

SMILES	ROC1-CUL1 inh
Cc1ccc(CS(=O)(=O)Nc2cc(C)ccc2C)cc1	0
COc1ccc(OC)c(NC(=O)CCc2c(C)nn(-c3ccc(N4CCCC4)nn3)c2C)c1	-10
O=C1CN([C@@H]2c3ccccc3C3(CCN(c4ncccn4)CC3)[C@H]2O)CCCN1	5
Cc1ccccc1CN1C(=O)C(O)(CC(=O)/C=C/C=C/c2ccccc2)c2ccccc21 (stereo not drawn)	3
CCCN1CC=C2C(C#N)C(=N)C(C#N)(C#N)C(c3cccs3)C2C1 (stereo not drawn)	-11
Cc1cc(-c2csc(N)n2)cc(C)c1C	-2
COc1ccc(CNC(=O)c2ccc(CS(=O)(=O)c3ccc(OC)cc3)o2)cc1	1
Cc1ccc(OC(C)C(=O)N(C)C)cc1C (stereo not drawn)	6
O=C(Cc1ccc(Cl)cc1)Nc1ccncc1	-2
COc1cc(CNC2COc3c(cccc3OC)C2)c(Cl)cc1O (stereo not drawn)	-9
COc1cccc(/C=N\NC(=O)c2cc3c(ccc4ccccc43)o2)c1O	6
Nc1nc2c(s1)CCc1c-2no[n+]1[O-]	3
CCOC(=O)C1=C(c2ccc(OC)cc2)N=C(c2ccc(OC)cc2)C(C(=O)OCC)C1c1cccc([N+](=O)[O-])c1 (stereo not drawn)	-8
O=[N+]([O-])c1cnc(Nc2cccc3nonc23)c([N+](=O)[O-])c1	6
CC(Sc1nc(-c2ccccc2)cc(C(F)(F)F)n1)C(=O)NCc1cccs1 (stereo not drawn)	9
CCOC(=O)c1c(C)nc(C)c2c1c(O)cc1c(C(C)=O)c(C)oc12	2
CCCc1nnc2sc(-c3ccc(C)cc3)nn12	3
CCN(CC)c1ccc(NC(=O)c2ccco2)cc1	11
O=C(NCc1cccs1)c1nn2c(C(F)(F)F)cc(-c3ccc(Br)cc3)nc2c1Cl	8
Cc1ccc(C)c(NC(=O)Cn2cc(C(=O)C3CCCCC3)c3ccccc32)c1	11
Oc1cccc(Nc2nc(N3CCOCC3)c3ccccc3n2)c1	10
CCCc1nc2ccccc2n2c(-c3ccc(C)cc3)c3c(=O)n(C)c(=O)n(C)c3c12	2
CN(CCc1ccccc1)C(=O)CC1(c2ccccc2)CC(=O)N(Cc2cccs2)C1=O (stereo not drawn)	1
CCN1CCN(C2(C(=O)N(C)Cc3ccncc3C)Cc3ccccc3C2)CC1	3
Cc1ccccc1Nc1c(-c2cccs2)nc2cccc(C)n12	1

Next part:
SMILES	ROC1-CUL1 inh
Nc1cccnc1Sc1cc(Cl)c(Cl)cc1Cl	-1
CCS(=O)(=O)N1CCC(C(=O)Nc2ccc(C(F)(F)F)cc2)CC1	-7
CCCC(=O)Nc1cc(Cl)ccc1C	-4
CC(C)(O)C#Cc1ccc(N)cc1	0
COc1ccc(/C=N\N=C2C=NNC(=O)C2Cl)c(OC)c1 (stereo not drawn)	6
COc1ccc(Cn2c(C(=O)O)c(CNCc3ccc(OC)cc3OC)c3ccc(C)cc32)cc1	-3
N#Cc1cc2c(=O)n3ccccc3nc2n(-c2nnc(SCc3ccccc3)s2)c1=O	-5
CC(C)OC(=O)c1ccc(NC(=O)c2ccc(COc3ccc(Cl)cc3)cc2)cc1	-1
COc1ccc(CCC(=O)N2CCCC(CCC(=O)N3CCCC3)C2)cc1 (stereo not drawn)	-7
O=C(Nc1ccc(Br)c(Cl)c1)C(c1ccccc1)c1ccccc1	-2
COC(=O)C1=C(C)N=c2s/c(=C/c3ccc(OC)cc3OC)c(=O)n2C1c1ccccc1 (stereo not drawn)	-5
CCOCc1nnc(NS(=O)(=O)c2ccc(Br)cc2)s1	10
Cc1ccc(NC(=O)CCC(=O)N2CCSc3ccccc32)cc1	-11
Cc1ccc(-n2ncc(C(=O)Nc3ccc4c(c3)OCCO4)c2C2CCN(C(=O)OC(C)(C)C)CC2)cc1	0
COc1cc(NC(=O)c2cc(-c3cccs3)on2)c(OC)cc1Cl	1
Cc1ccc(Sc2ccncc2S(N)(=O)=O)cc1	1
FC(F)(F)c1ccccc1NCn1nc(C23CC4CC(CC(C4)C2)C3)oc1=S	10
CN(CCc1cnn(C)c1)C(=O)CC1(c2cccc(F)c2)CC(=O)N(Cc2cccnc2)C1=O (stereo not drawn)	5
CC(c1ccon1)N(C)Cc1cn(C)nc1-c1cccc(Cl)c1 (stereo not drawn)	10
Cc1cccc(CS(=O)(=O)NC(C)C)c1	4
CCOC(=O)C1CCCN(C(=O)CC2(c3cccc(OC)c3)CC(=O)N(CCOC)C2=O)C1 (stereo not drawn)	-1
O=C(O)c1ccc(N2C(=O)CC(N3CCN(c4ncccn4)CC3)C2=O)cc1 (stereo not drawn)	0
COc1cc(/C=C2/CC(C)OC2=O)c([N+](=O)[O-])cc1OC (stereo not drawn)	-8
CCOc1ccc(C(=O)/C=C/C2=C(c3ccccc3)Oc3ccccc3C2c2ccccc2C)cc1 (stereo not drawn)	3
CCC(=O)N1CCN(S(=O)(=O)c2ccc(OC)cc2)CC1	2

The list goes on:
SMILES	ROC1-CUL1 inh
CCOc1ccc(S(=O)(=O)NCc2ccc(Cl)cc2)cc1	-7
Cc1ccc(CNC(=O)Cc2ccc(NC(=O)N3CCSc4ncccc43)cc2)cc1	1
Cc1ccccc1C(=O)NNC(=O)CCCCC(=O)NNC(=O)c1ccccc1C	1
CCOC(=O)c1cccc(NC(=O)C2CCN(S(=O)(=O)c3cn(C)cn3)CC2)c1	-13
COc1ccc(S(=O)(=O)Nc2nnc(C(C)C)s2)cc1	-9
Cc1ccc(NC(=O)CN2CCN(c3ccccc3F)CC2)cc1C	-2
O=C(C1CCN(c2nc(-c3ccccc3)nc3c2CCC3)CC1)N1CCC[C@H]1CO	0
COc1ccc2c(C)nc(N3CCCC(C(=O)NCCC4COc5ccccc5O4)C3)nc2c1 (stereo not drawn)	-6
COc1ccc(-c2cnnc(NCC3CCCO3)n2)c(OC)c1 (stereo not drawn)	2
CC(C)CC(NC1=NCc2ccccc21)C(=O)O (stereo not drawn)	-8
C1CCN(c2nc3nonc3nc2N2CCN(CC3CC3)CC2)C1	1
CSCCC(=O)N1CCC(n2nccc2NC(=O)Nc2ccccc2Cl)CC1	3
N#Cc1c(N2C(=O)C3C(C2=O)C2(Br)c4ccccc4C3(Br)c3ccccc32)sc2c1CCCC2 (stereo not drawn)	0
Cc1ccc(-c2nc(-c3cc4cccc(OCc5ccccc5F)c4oc3=O)no2)cc1	0
CCc1noc(C)c1C(=O)NCc1ccc(C)cc1	0
COc1ccc(CNC(=O)COCc2cc(-c3cccs3)on2)cc1	-3
O=C(NCc1ccccn1)c1ccc(CNS(=O)(=O)c2cccc(C(F)(F)F)c2)cc1	-2
CC(C)Nc1nc(-c2ccc(Br)cc2)nc2ccccc12	0
COc1ccccc1N1CCN(S(=O)(=O)c2c(C)sc3ncn(CC(=O)N(C)c4ccc(Cl)cc4)c(=O)c23)CC1	9
O=[N+]([O-])c1ccc(CSc2nnnn2-c2ccc(Cl)cc2)cc1	-2
CCOc1ccc(CCn2c(CCN3C(=O)c4ccccc4C3=O)nc3ccccc3c2=O)cc1OCC	-1
N#CC1C(=N)Oc2n[nH]c(-c3ccc4c(c3)OCO4)c2C1c1cc(Br)c(O)c(Br)c1 (stereo not drawn)	14
CN(C)S(=O)(=O)n1cc(CC(=NC(=O)c2ccccc2Cl)C(=O)NCCCn2ccnc2)c2ccccc21	1
O=C1c2cccnc2C(=O)N1CC1CCCO1 (stereo not drawn)	-8
CC(C)OC(=O)c1ccc(NC(=O)c2cccc(COc3ccc4c(c3)CCC4)c2)cc1	-1

Arranged by count of non-hydrogen atoms (ascending): part of the list above.
SMILES	ROC1-CUL1 inh
Cc1cccc(CS(=O)(=O)NC(C)C)c1	4
Cc1ccc(Sc2ccncc2S(N)(=O)=O)cc1	1
CCc1noc(C)c1C(=O)NCc1ccc(C)cc1	0
COc1cc(/C=C2/CC(C)OC2=O)c([N+](=O)[O-])cc1OC (stereo not drawn)	-8
CC(c1ccon1)N(C)Cc1cn(C)nc1-c1cccc(Cl)c1 (stereo not drawn)	10
CCCN1CC=C2C(C#N)C(=N)C(C#N)(C#N)C(c3cccs3)C2C1 (stereo not drawn)	-11
COc1cccc(/C=N\NC(=O)c2cc3c(ccc4ccccc43)o2)c1O	6
FC(F)(F)c1ccccc1NCn1nc(C23CC4CC(CC(C4)C2)C3)oc1=S	10
O=C1CN([C@@H]2c3ccccc3C3(CCN(c4ncccn4)CC3)[C@H]2O)CCCN1	5
Cc1ccccc1C(=O)NNC(=O)CCCCC(=O)NNC(=O)c1ccccc1C	1
Cc1ccc(CNC(=O)Cc2ccc(NC(=O)N3CCSc4ncccc43)cc2)cc1	1
Cc1ccccc1CN1C(=O)C(O)(CC(=O)/C=C/C=C/c2ccccc2)c2ccccc21 (stereo not drawn)	3
CCOC(=O)C1CCCN(C(=O)CC2(c3cccc(OC)c3)CC(=O)N(CCOC)C2=O)C1 (stereo not drawn)	-1
N#Cc1c(N2C(=O)C3C(C2=O)C2(Br)c4ccccc4C3(Br)c3ccccc32)sc2c1CCCC2 (stereo not drawn)	0
COc1ccc(Cn2c(C(=O)O)c(CNCc3ccc(OC)cc3OC)c3ccc(C)cc32)cc1	-3
Cc1ccc(-n2ncc(C(=O)Nc3ccc4c(c3)OCCO4)c2C2CCN(C(=O)OC(C)(C)C)CC2)cc1	0

Later entries:
SMILES	ROC1-CUL1 inh
CCOc1ccccc1NC(=O)c1c(NC(=O)c2ccccc2)sc2c1CCCC2	1
CCS(=O)(=O)N1CCC(C(=O)NCc2ccc(C)cc2)CC1	-1
COc1ccc2c(c1)-c1c(sn(-c3ccccc3OC)c1=S)C(C)(C)N2	7
C=CCSc1nc2sc3c(c2c(=O)n1-c1ccccc1)CCN(Cc1ccccc1)C3	-13
Cc1c(C(=O)Nc2ccc(F)cc2F)nnn1-c1ccccc1Br	-4
O=C(c1ccc(N2C(=O)C3CC=C(Cl)CC3C2=O)cc1)N1CCCCC1 (stereo not drawn)	1
CC12COC3(C(=O)Nc4ccccc4Cl)CC1CCC32C (stereo not drawn)	-10
O=C(Nn1c(=S)[nH]c2ccccc21)c1ccc(Cl)cc1	1
O=C(c1cc2ccccc2oc1=O)N1CCCN(C(=O)c2cc3ccccc3oc2=O)CC1	-1
O=C(Nc1ccc2nn(-c3ccccc3)nc2c1)c1cccc(Cl)c1	-2
CSc1cccc(NC(=O)c2cccc(NS(C)(=O)=O)c2C)c1	-4
CC1CCCCC1NC(=O)c1ccccc1 (stereo not drawn)	-3
COCCCN1C(=O)S/C(=C/c2ccsc2)C1=O	-5
O=C1CC(c2ccccc2)CC(=O)C1C=NCCO (stereo not drawn)	-5
COc1cc(CC(=O)N2CCC(n3c(C4CCCO4)nc4cc(C(F)(F)F)ccc43)CC2)cc(OC)c1OC (stereo not drawn)	-3
CCC(C)Oc1ccc(/C=C2\C(=O)N(c3ccccc3)N=C2C)cc1Br (stereo not drawn)	19
O=C(CC1NCCNC1=O)Nc1ccccc1F (stereo not drawn)	-9
c1ccc(CN=C2CCc3ccccc3N2)cc1	-6
Cc1ccccc1S(=O)(=O)Nc1ccc2c(c1)OCO2	8
O=C(Nc1ccc2oc(-c3ccc4ccccc4c3)nc2c1)c1ccc(Cl)c(Cl)c1	-1
O=C(Nc1cc(Cl)cc(Cl)c1)C1CCN(C(=O)c2ccco2)CC1	8
CCOc1ccc(N(CC(=O)NCc2ccc(C)cc2)S(=O)(=O)C2C(=O)NC(=O)N=C2C)cc1 (stereo not drawn)	-5
COc1ccc(CCNC(=O)c2ccc3c(c2)sc2nc(-c4ccccc4)cn23)cc1OC	-3
CC(C)(C)n1cnc2cc(N=Cc3ccc(Cl)cc3)ccc21	-7
CC(=O)Nc1ccc(-c2csc(NNC(=O)c3ccccc3)n2)cc1	12

The listing continues.
SMILES	ROC1-CUL1 inh
Cn1ncc(Cl)c1C(=O)Nc1ccc(Br)cn1	-4
O=C(NCC1CCCO1)c1ccc(Br)cc1 (stereo not drawn)	-1
CCc1ccc(-c2ccc(C(=O)Oc3ccc(Br)cc3)cc2)nc1	-5
O=c1[nH]c(CSc2ccc(Cl)cc2)nc2sc3c(c12)CCCC3	8
Cc1nn(Cc2ccccc2)c(C)c1NC(=O)c1ccnn1C	1
CCS(=O)(=O)N1CCC(C(=O)Nc2ccc(Br)cc2)CC1	7
CCN1C(=O)c2ccccc2Sc2ccc(NC(=O)Nc3cccc([N+](=O)[O-])c3C)cc21	1
CCc1sc(N(C(=O)Cc2ccccc2)c2cccc(F)c2)nc1-c1ccc(C)cc1	0
COc1cccc(CN2CCN(Cc3ccc(Cl)cc3)CC2CCO)c1 (stereo not drawn)	2
Cc1ccc2c(c1)CN(C)c1ccc(C)cc1CN2	5
COCCN1C(=O)c2[nH]nc(-c3ccccc3O)c2C1c1ccc(Cl)c(Cl)c1 (stereo not drawn)	1
CC(C)(C)C(=O)COC(=O)c1ccc2nc3c4ccccc4c4ccccc4c3nc2c1	6
CCCCN(CCCC)Cc1cc2ccccc2c2c1COC2	-13
Cc1cc(C)c2nc(C)cc(Nc3ccccc3)c2c1	-14
CN(C)c1ccc2c(c1)OC(=N)C(C#N)C2c1ccc(Cl)cc1Cl (stereo not drawn)	-3
CC1=Nc2nc(SCc3ccccc3C)nn2C(CC(C)C)C1C(=O)Nc1ccc(Cl)cc1 (stereo not drawn)	0
Cc1ccccc1NC(=O)c1c(NC(=O)c2ccccc2Br)sc2c1CCCCC2	1
CC1(C)CC(=O)C2=C(C1)Nc1cccnc1NC2c1ccco1 (stereo not drawn)	7
Cc1ccc(NC(=O)C(Cc2c[nH]c3ccccc23)NC(=O)OC(C)(C)C)c(C)c1 (stereo not drawn)	3
O=C1NN(c2cccc(Cl)c2)C(=O)/C1=C/c1ccc(O)cc1	11
CC(C)(C)OC(=O)N1CCC(c2c(C(=O)NCc3ccco3)cnn2-c2ccc(F)cc2)CC1	-5
O=C(Nc1ccc2c(c1)OCO2)c1cc(-c2ccc(Cl)cc2)on1	-10
COC(=O)c1ccccc1NC(=O)Cc1noc2ccc(C)cc12	1
COC(=O)c1ccc(NC(=O)CSc2nc3cc4ccccc4cc3[nH]2)cc1	-7
Cc1ccccc1C(=O)Nc1sc2c(c1C(=O)N1CCCC1)CCCC2	-2
CSc1ccc(C)cc1S(=O)(=O)O	11
CCC1(OC)C2CC(=O)CC1CC(=O)C2 (stereo not drawn)	1

Compound activity deposited in PubChem BioAssay by Icahn School of Medicine at Mount Sinai.
